BioA inh = M. tuberculosis BioA enzyme inhibitors, primary screen, biochemical, plate reader, single point, HTS | actives 0.096% (n = 360,000) | inhibition, % at 9.99 µM | purified M. tuberculosis BioA enzyme | 7,8-diaminopelargonic acid synthase BioA (Mycobacterium tuberculosis); in the data active = inhibition above about 40%; inconclusive = no clear call, values can overlap the other calls
Mtb FBA inh = Mtb FBA enzyme inhibitors, primary screen, biochemical, fluorescence, strain H37Rv | Fructose-bisphosphate aldolase (Mycobacterium tuberculosis (strain ATCC 25618 / H37Rv)), … | purified M. tuberculosis FBA, fluorescence read-out | inhibition, % at 1 µM | actives 2.3% (n = 360,000); in the data active = inhibition above about 27%;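 note: 0% = vehicle and 100% = reference inhibitor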
BoNT-F LC inh = BoNT/F light chain protease inhibitors, primary screen, biochemical, flow cytometry, MLPCN library | inhibition, % at 10 µM | AID 588497, 2011 | Multiplex microsphere protease cleavage assay | actives 0.22% (n = 360,000) | Botulinum neurotoxin type F light chain protease (Clostridium botulinum); in the data active = inhibition above about 35%, passing the limit was not always enough; inconclusive = no clear call, values can overlap the other calls; note: plate controls were buffer without enzyme for full effect and enzyme alone for no effect
PfHsp40 yeast = rescue of yeast from PfHsp40 toxicity, primary screen, S. cerevisiae, ATP luminescence | S. cerevisiae expressing PfHsp40, growth rescue | growth rescue, % at 12.5 µM | actives 0.68% (n = 340,000) | AID 504582, 2011; in the data active = growth rescue above about 28%, passing the limit was not always enough; inconclusive = no clear call, values can overlap the other calls;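 note: yeast W303a lacking pdr1 and pdr3 grown in galactose medium; growth measured after three days at 30 °C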
Mtb UGM inh = M. tuberculosis UGM enzyme inhibitors, primary screen, biochemical, fluorescence polarization, single point | UDP-galactopyranose mutase (Mycobacterium tuberculosis (strain ATCC 25618 / H37Rv)), … | purified UGM, fluorescence polarization probe displacement | inhibition, % at 10 µM | AID 504406, 2011 | actives 0.06% (n = 320,000); in the data active = inhibition above about 10%, passing the limit was not always enough; inconclusive = no clear call, values can overlap the other calls
FadD28 FP inh = inhibitors of FadD28 bisubstrate probe binding, primary screen, biochemical, fluorescence polarization, single point. inhibition, % at 12.5 µM. actives 0.22% (n = 360,000). AID 588549, 2011; in the data active = inhibition above about 8.5%, passing the limit was not always enough; inconclusive = no clear call, values can overlap the other calls
BoNT A protease = BoNT/A light chain protease inhibitors, primary screen, biochemical, flow cytometry, MLPCN library; Botulinum neurotoxin type A light chain protease (Clostridium botulinum A str. ATCC 3502); multiplex microsphere protease substrate cleavage; inhibition, % at 10 µM; actives 0.17% (n = 360,000); note: plate controls were buffer without enzyme for full effect and enzyme alone for no effect
Anthrax LF inh2 = Bacillus anthracis LF protease inhibitors, primary screen, biochemical, multiplex microsphere, MLPCN library; multiplex microsphere protease cleavage assay; inhibition, % at 10 µM; actives 0.12% (n = 360,000); AID 588501, 2011; note: plate controls were buffer without enzyme for full effect and enzyme alone for no effect
Target sequence (P15917 whole entry, looked up): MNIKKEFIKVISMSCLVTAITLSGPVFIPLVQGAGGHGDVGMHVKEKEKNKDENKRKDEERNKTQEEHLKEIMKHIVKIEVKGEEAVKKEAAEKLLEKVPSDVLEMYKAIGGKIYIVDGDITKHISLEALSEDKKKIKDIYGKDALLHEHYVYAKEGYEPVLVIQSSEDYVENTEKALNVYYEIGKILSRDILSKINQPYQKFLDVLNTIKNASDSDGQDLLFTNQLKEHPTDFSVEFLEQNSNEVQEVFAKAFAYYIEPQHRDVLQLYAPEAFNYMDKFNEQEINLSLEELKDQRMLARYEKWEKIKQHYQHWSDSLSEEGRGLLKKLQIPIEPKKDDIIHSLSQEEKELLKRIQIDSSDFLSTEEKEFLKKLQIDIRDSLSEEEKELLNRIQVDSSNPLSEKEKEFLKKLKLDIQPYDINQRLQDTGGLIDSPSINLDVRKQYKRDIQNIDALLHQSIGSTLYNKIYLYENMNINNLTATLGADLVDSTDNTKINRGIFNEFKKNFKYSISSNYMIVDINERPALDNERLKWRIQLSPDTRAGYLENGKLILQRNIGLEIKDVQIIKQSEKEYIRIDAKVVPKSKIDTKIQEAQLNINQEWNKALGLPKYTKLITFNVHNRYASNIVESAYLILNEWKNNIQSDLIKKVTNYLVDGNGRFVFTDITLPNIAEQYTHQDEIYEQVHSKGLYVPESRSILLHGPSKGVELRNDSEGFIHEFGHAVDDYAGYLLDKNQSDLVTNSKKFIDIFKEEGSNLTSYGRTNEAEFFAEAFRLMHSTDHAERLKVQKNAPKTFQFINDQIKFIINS
GDH-TPI counter = GDH-TPI coupling enzyme inhibitors, primary screen, artefact control for M. tuberculosis FBA inhibitor project, biochemical, absorbance, full deck; actives 1.2% (n = 360,000); inhibition, % at 4.8 µM; GDH-TPI coupled enzyme counterscreen, NADH absorbance; in the data active = inhibition above about 30%;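 note: 0% = DMSO wells and 100% = wells lacking the enzyme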
Numbers without * were called inactive; ? = inconclusive; nt = no result given; & = joins results of further samples. Cut-off read from the data, not from the text of the source, unless noted: active = inhibition above about 30%; inconclusive = no clear call, values can overlap the other calls; inactive = below that.

Results follow in this order: BioA inh	Mtb FBA inh	BoNT-F LC inh	PfHsp40 yeast	Mtb UGM inh	FadD28 FP inh	BoNT A protease	Anthrax LF inh2	GDH-TPI counter
C=CCOc1ccc(C(=O)Nc2ccccc2C(=O)NCc2cccnc2)cc1
    4.7	5	0	0.3	-0.3	-1.9	0.6	1	-7
CCCCC(=O)Nc1ccc(C(=O)Nc2nc(CC(=O)OCC)cs2)cc1
    0.1	-4	2	2.2	1.2	-4.3	0.1	-3	10
Clc1ccc(Sc2ccc(/C=N/n3cnnc3)o2)cc1
    11	2	-12	0.7	0.5	-2.7	-0.7	-1	22
Cn1c(C(=O)OCC(=O)NCc2cccs2)cc2sccc21
    nt	0	-11	1.5	0.3	-2.7	0.8	-1	9
CCNC(=O)c1ccc2c(c1)C1C3CCC(C3)C1C(c1ccccc1)N2 (stereo unspecified)
    nt	0	3	-0.8	-2.0	-0.2	-0.9	0	2
O=C1NC(=S)NC1=Cc1ccc(Cl)cc1Cl
    0.5	-1	2	0.7	nt	0.1	-0.2	-2	26
CCC(=O)Nc1cccc(NC(=O)c2ccc3c(c2)OCO3)c1
    -0.6	-5	-26	0.5	1.2	-4.4	-2.4	-6	-2
COc1ccccc1-c1cc(NC=O)c2ncc(-c3cccc(C(=O)N(C)C)c3)n2c1
    3.5	0	-2	nt	nt	-4.9	0.2	-2	1
CN1C(=O)CC(N2CCN(C(=O)CN3CCCC3)CC2)C1=O (stereo unspecified)
    1.4	2	-6	-0.6	-0.9	-1.4	-2.1	1	-8
COc1ccc(CN(C)[C@H]2C[C@H]3c4[nH]c5ccccc5c4CCN3C[C@H]2[C@H](C)O)cc1
    1.1	0	-2	nt	nt	-1.4	0.9	6	9
Cc1ccc(C(=O)N2CC(C)OC(C)C2)c(Cl)c1 (stereo unspecified)
    -0.4	2	2	0.0	-0.3	-0.7	-0.5	17	3
COc1cccc(-c2cc3nc4c(c(NCC(C)(C)CN(C)C)n3n2)CCCC4)c1
    nt	8	1	0.7	0.7	-5.4	-1.2	0	-2
CCn1cc(CNC(=O)CC2C(=O)NCCN2CC(c2ccccc2)c2ccccc2)cn1 (stereo unspecified)
    nt	0	-4	-0.2	1.9	-1.4	0.6	-2	-2
COc1ccc(-n2ccnc2SCC(=O)NCc2ccc(F)cc2)c(OC)c1
    6.1	2	1	-0.4	1.1	-1.2	0.0	-2	10
CCOC(=O)CC1c2ccccc2-n2nncc2CN1Cc1ccc(OC)cc1 (stereo unspecified)
    0.6	-2	5	-1.0	nt	-0.2	-0.4	-4	-4
CN1CCc2nc(NC(=O)c3cccc(OC(F)F)c3)sc2C1
    nt	1	2	0.0	-2.6	-11	-0.1	-2	23
CCN(CC(=O)Nc1ccc(NC(C)=O)cc1)C(=O)CC1OC(=O)c2ccccc21 (stereo unspecified)
    -0.8	2	-8	1.4	-1.1	-2.4	-3.6	0	-5
CNc1cc(N2CCCCCC2)ccc1[N+](=O)[O-]
    0.4	-18	-1	3.7	-1.0	0.7	-2.0	-3	5
CCn1cc(-c2nnnn2-c2ccc(Cl)cc2)c(=O)c2ccccc21
    2.7	2	1	-0.6	1.4	-1.5	1.7	-2	14
Cc1cc(C)c2c(CN3CCC(C)CC3)cc(=O)oc2c1
    2.2	1	-15	-1.9	-1.7	-4.8	-3.6	-7	-5
Cc1ccc(C(=O)NCCc2nnc(SCC(=O)Nc3cccc(C(=O)O)c3)n2C)cc1
    -0.4	2	1	3.4	1.2	-3.1	0.9	3	-2
CN(C)NC(=O)C(NC(=O)c1ccc(N)cc1)C12CC3CC(CC(C3)C1)C2 (stereo unspecified)
    -1.8	2	7	-0.5	1.0	-2.8	-0.2	-2	-4
CC(CCc1ccccc1)NC(=O)CN1CCN(Cc2ccccc2)C1=O (stereo unspecified)
    nt	1	-14	0.1	-3.2	-0.3	-1.7	0	8
CC(=O)Nc1ccc(S(=O)(=O)N2CCN(C(=O)N3CCCCC3)CC2)cc1
    -1.0	0	30	-0.3	2.3	-0.1	-0.1	4	6
COc1ccc(S(=O)(=O)N2CCCC(C(=O)NCc3ccncc3)C2)cc1 (stereo unspecified)
    -0.4	1	-10	-0.3	2.8	-3.9	0.2	2	-8
Cc1ccc(NC(=O)c2cc(S(=O)(=O)N3CCCCC3)c[nH]2)cc1Cl
    0.1	1	1	nt	nt	-0.9	-0.4	1	2
Cc1cc(C(=O)OCC(=O)NCCc2ccccc2)c2ccccc2n1
    0.7	6	nt	0.0	4.0	-0.6	nt	nt	-3
C[C@@H]1CCCCO[C@@H](CN(C)C(=O)Cc2ccccc2)[C@@H](C)CN([C@H](C)CO)C(=O)c2cc(NC(=O)C3CCCCC3)ccc2O1
    -0.2&-1.8	1	0	nt	nt	-0.7	-0.1	3	10
COc1ccc(OCCC(=O)OCC(=O)NC(=O)NC(C)C)cc1
    -0.3	7	nt	-1.6	0.2	-0.7	nt	nt	4
COc1cc(C(=O)N/C(=C\c2cn(S(=O)(=O)N(C)C)c3ccccc23)C(=O)N2CCCC2)cc(OC)c1OC
    -1.5	1	4	-0.9	-2.3	1.4	1.9	2	20

Part of the list above, as tab-separated lines.
compound	BioA inh	Mtb FBA inh	BoNT-F LC inh	PfHsp40 yeast	Mtb UGM inh	FadD28 FP inh	BoNT A protease	Anthrax LF inh2	GDH-TPI counter
CNc1cc(N2CCCCCC2)ccc1[N+](=O)[O-]	0.4	-18	-1	3.7	-1.0	0.7	-2.0	-3	5
C=CCOc1ccc(C(=O)Nc2ccccc2C(=O)NCc2cccnc2)cc1	4.7	5	0	0.3	-0.3	-1.9	0.6	1	-7
Cc1cc(C(=O)OCC(=O)NCCc2ccccc2)c2ccccc2n1	0.7	6	nt	0.0	4.0	-0.6	nt	nt	-3
Cc1ccc(C(=O)N2CC(C)OC(C)C2)c(Cl)c1 (stereo unspecified)	-0.4	2	2	0.0	-0.3	-0.7	-0.5	17	3
COc1ccccc1-c1cc(NC=O)c2ncc(-c3cccc(C(=O)N(C)C)c3)n2c1	3.5	0	-2	nt	nt	-4.9	0.2	-2	1
O=C1NC(=S)NC1=Cc1ccc(Cl)cc1Cl	0.5	-1	2	0.7	nt	0.1	-0.2	-2	26
CCn1cc(-c2nnnn2-c2ccc(Cl)cc2)c(=O)c2ccccc21	2.7	2	1	-0.6	1.4	-1.5	1.7	-2	14

Record cards, from the list above:
Cc1cc(C)c2c(CN3CCC(C)CC3)cc(=O)oc2c1 is listed as BioA inh: 2.2; Mtb FBA inh: 1; BoNT-F LC inh: -15; PfHsp40 yeast: -1.9; Mtb UGM inh: -1.7; FadD28 FP inh: -4.8; BoNT A protease: -3.6; Anthrax LF inh2: -7; GDH-TPI counter: -5
CN(C)NC(=O)C(NC(=O)c1ccc(N)cc1)C12CC3CC(CC(C3)C1)C2 (stereo unspecified) is listed as BioA inh: -1.8; Mtb FBA inh: 2; BoNT-F LC inh: 7; PfHsp40 yeast: -0.5; Mtb UGM inh: 1.0; FadD28 FP inh: -2.8; BoNT A protease: -0.2; Anthrax LF inh2: -2; GDH-TPI counter: -4

(listing goes on)
Results follow in this order: BioA inh	Mtb FBA inh	BoNT-F LC inh	PfHsp40 yeast	Mtb UGM inh	FadD28 FP inh	BoNT A protease	Anthrax LF inh2	GDH-TPI counter
CC(C)NC(=O)c1onc(CSc2nc3ccccc3[nH]2)c1C(=O)NC(C)C
    -0.9	6	-12	0.0	1.5	-1.3	-1.3	-8	8
CSc1nsc(NC(=O)Nc2ccccc2)n1
    nt	2	0	1.1	-2.1	3.9	0.4	-2	1
Cc1c(NC(=O)COC(=O)/C=C/c2cccc(F)c2)c(=O)n(-c2ccccc2)n1C
    -0.2	-2	-2	nt	nt	-1.9	-0.2	-3	-3
O=C(Nc1ccc2c(c1)OCO2)c1cc(C2CCCCN2C(=O)CCc2ccccc2)on1 (stereo unspecified)
    -0.2	1	0	nt	nt	-1.8	-0.1	-10	8
NNC(=S)Nc1cccc(-c2n[nH]c(=S)o2)c1
    3.3	9	30	1.2	2.5	9.5*	-4.7	-6	17
Cc1ccc(S(=O)(=O)N/N=C/c2ccc(OCC(=O)Nc3ccccc3Cl)cc2)cc1
    -0.2	2	-11	-1.1	-0.7	-1.4	-2.7	-4	4
CNc1snc(C)c1C(=O)OC(C)C(=O)Nc1ccccc1 (stereo unspecified)
    3.3	-4	-2	-0.4	-0.4	-1.4	2.1	2	1
S=C1CN=C(c2ccccc2)c2cc(Cl)ccc2N1
    -1.2	4	8	0.4	0.7	0.0	1.6	0	3
COc1cccc(-c2nc3n(n2)C(c2ccccc2Cl)C(C(N)=O)=C(C)N3)c1 (stereo unspecified)
    0.6	0	-2	-1.6	-1.0	-3.9	-0.2	-2	-7
COc1ccccc1COc1ccc2c(C)c(CC(=O)O)c(=O)oc2c1C
    -2.4	8	1	0.2	-3.7	-1.7	-2.5	-1	9
Cc1cc(=O)oc(C)c1C(=O)O
    nt	2	-6	0.7	-0.6	-3.4	-0.7	-1	-4
OC(CNCc1ccc(F)cc1)(c1ccc(F)cc1)c1ccc(F)cc1
    0.2	1	-10	0.0	3.5	-3.0	3.6	-8	-2
O=C(CSCCNS(=O)(=O)c1ccccc1)Nc1ccccc1
    0.2	-1	1	-1.3	-0.2	-3.0	-0.3	-4	0
O=C(NC(c1ccc(-c2ccccc2)cc1)c1cnccn1)C1CCN(Cc2ccc3c(c2)OCO3)CC1 (stereo unspecified)
    -1.2	0	-7	nt	nt	-7.7	0.4	-9	13
COc1ccc2c(CC(=O)N3CCN(S(=O)(=O)c4ccc(F)cc4)CC3)coc2c1
    -2.2	0	10	0.9	-1.0	nt	2.2	6	4
COC(=O)c1cccc(OCC(O)Cn2ccnc2)c1 (stereo unspecified)
    0.3	-4	?	-0.2	2.3	-3.7	-0.1	4	-10
Cc1cc(C)cc(OCC(=O)N(Cc2ccco2)c2c(N)n(Cc3ccccc3)c(=O)[nH]c2=O)c1
    -0.4	-2	nt	1.0	-2.9	-0.5	nt	nt	-8
CCCCNC(=O)c1c(C)cc(=O)oc1C
    nt	5	0	-1.7	-0.5	-1.2	1.6	-1	33*
O=C(O)c1ccc(Cl)c(S(=O)(=O)N(Cc2ccccc2)c2ccc(F)cc2)c1
    3.4	4	?	3.8	0.4	-4.2	0.3	-3	-3
Cn1cc(C(=O)C(=O)N2CCOCC2)c2ccccc21
    -0.9	-2	2	-0.3	1.6	-1.0	1.3	3	31*
CCn1c(C)nc2c(=O)oc3ccccc3c21
    0.7	1	2	-1.5	5.5	-1.5	0.8	-1	8
Cc1cc(C)n(-c2ccc(F)cc2CN2CCN(Cc3ccccc3)C(CCO)C2)n1 (stereo unspecified)
    0.6	0	-5	-1.7	0.6	-1.8	0.0	-2	-5
CC(Cc1c[nH]c2ccccc12)NC(=O)OCCCl (stereo unspecified)
    nt	-2	-2	0.9	1.6	1.0	-1.2	2	-9
O=C(C1=C[C@@H](c2ccc3c(c2)OCO3)C[C@@H](OCCCCO)O1)N1CCOCC1
    0.8&1.3	5	4	-1.3	-2.1	-1.6	0.1	-2	-5

Screens: PubChem, several laboratories
